High-throughput results from PubChem BioAssay.
p53 reactivation = qHTS assay for re-activators of p53 using a Luc reporter; H1299 p53-A138V BP100-luciferase reporter, luminescence, 24 h; Potency, µM (titrated, usually from 92.2 µM), inactives show at the highest dose activity change, positive = activation, usual class: activators; actives 0.063% (n = 320,000); AID 504706, 2011; note: potency is the fitted concentration of half-maximal effect; % of control where 0% means no effect; nearly all actives have a fitted effect of over 45% in size
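p53-null H1299 cells stably carrying temperature-sensitive p53-A138V and a BP100-luciferase reporter were pinned with compounds (4-point, 1:5 series) and held 24 hrs at 37 deg C. Luminescence was read 10 min after detection reagent.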
Eya2 phos inh = qHTS Assay for Inhibitors of the Phosphatase Activity of Eya2; Protein phosphatase EYA2 (Homo sapiens), O00167; recombinant Eya2, OMFP fluorescence dephosphorylation (OMFP is methylfluorescein phosphate); Potency, µM (doses to about 76.9 µM), without a hit: at the highest dose activity, negative = inhibition, most hits filed as inhibitors; actives 0.006% (n = 330,000); note: potency is the fitted concentration of half-maximal effect; % is set by controls: 0 for no effect and ±100 for the full control effect
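Eya2 (0.2 uM) preincubated 10 min at ambient with compound, then OMFP substrate added at 50 uM; 10 min reaction in 50 mM HEPES pH 7.5, 50 mM NaCl, 5 uM MgCl2, 0.05% BSA, 1 mM DTT. Fluorescence read at Ex 485/Em 525 nm.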
a7 integrin act = qHTS for Activators of Integrin-Mediated Alleviation for Muscular Dystrophy; Potency, µM (titrated, usually from 38.3 µM), for the others: top-dose activation, hits mostly activators; AID 624291, 2012; alpha7betagal myoblasts, beta-gal FDG fluorescence, 48 h; actives 0.064% (n = 350,000);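 note: potency is the fitted concentration of half-maximal effect; 100% = response of the positive control SU9516; nearly all actives have a fitted effect of over 60% in size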
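Alpha7betagal+/- myoblasts (passage 13) were plated 16-24 hr, then exposed to compounds (1:260 dilution of DMSO stock) for 48 hours at 37C. After MPER lysis, β-galactosidase reporter activity was read as FDG fluorescence (ex 480/em 540) after 30 minutes.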
ELG1 genotoxic = qHTS screen for small molecules that induce genotoxicity in human embryonic kidney (HEK293T) cells expressing luciferase-tagged ELG1. AID 504466, 2011. actives 1.3% (n = 330,000). HEK293T ELG1-luciferase reporter, luminescence, 16 h. Potency, µM (highest dose often 46 µM), without a hit: at the highest dose activity change, positive = activation, actives largely listed as activators; note: potency is the fitted concentration of half-maximal effect; % of control where 0% means no effect; nearly all actives have a fitted effect of over 60% in size
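Reporter readout depends on ELG1 protein level, which increases with genetic stress. After 16 hr compound exposure at 37 °C, luciferase activity was quantified using ONE-Glo.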
uPA surface inh = qHTS for Inhibitors of Cell Surface uPA Generation. cell surface uPA generation assay, qHTS. Potency, µM (titrated, usually from 38.3 µM), without a hit: top-dose activity change, negative = inhibition, usual class: inhibitors. actives 0.31% (n = 330,000); active = well fitted inhibition curve with a large enough effect; inconclusive = small, poorly fitted or top-dose-only effect; inactive = no such curve, though single readings can be large or run the other way; tested in mouse RAW 264.7 cells; note: potency is the fitted concentration of half-maximal effect; % is set by controls: 0 for no effect and ±100 for the full control effect; nearly all actives have a fitted effect of over 55% in size
USP2a block = qHTS Assay for Inhibitors of Ubiquitin-specific Protease USP2a Using CHOP2 as the Reporter; USP2 core, Ub-CHOP2 coupled fluorogenic reporter, 485/531; Potency, µM (series often up to 38.3 µM), for the others: at the highest dose activity change, negative = inhibition, actives largely listed as inhibitors; actives 0.01% (n = 330,000);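 note: potency is the fitted concentration of half-maximal effect; plate controls were DMSO wells for no effect and full inhibition by NEM control for full effect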
Target sequence (O75604 whole entry, looked up): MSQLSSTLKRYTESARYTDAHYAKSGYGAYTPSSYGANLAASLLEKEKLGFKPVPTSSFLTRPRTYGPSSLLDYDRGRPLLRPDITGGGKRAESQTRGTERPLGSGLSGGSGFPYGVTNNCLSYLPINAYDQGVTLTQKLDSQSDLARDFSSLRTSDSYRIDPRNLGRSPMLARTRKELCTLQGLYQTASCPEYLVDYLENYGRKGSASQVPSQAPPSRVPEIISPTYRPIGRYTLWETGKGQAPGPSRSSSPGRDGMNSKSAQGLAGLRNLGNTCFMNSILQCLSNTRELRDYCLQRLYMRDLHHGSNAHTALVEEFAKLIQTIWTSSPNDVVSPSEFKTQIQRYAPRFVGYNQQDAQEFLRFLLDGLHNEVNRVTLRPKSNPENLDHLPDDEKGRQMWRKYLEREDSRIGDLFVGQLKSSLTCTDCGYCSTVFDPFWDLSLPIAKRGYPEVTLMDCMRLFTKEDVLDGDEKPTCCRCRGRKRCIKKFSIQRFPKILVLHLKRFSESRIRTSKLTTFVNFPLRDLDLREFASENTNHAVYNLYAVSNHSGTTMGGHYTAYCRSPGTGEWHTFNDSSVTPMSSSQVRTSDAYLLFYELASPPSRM
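USP2 core (10nM final) preincubated 30min RT with compound in 20mM Tris-HCl pH 8.0, 2mM CaCl2, 2mM beta-mercaptoethanol, 0.05% CHAPS; 25nM Ub-CHOP2 plus 25nM reporter substrate added, fluorescence (Ex485/Em531) read after 60min.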
ASM inhibitor = Inhibitors of Secretory Acid Sphingomyelinase (S-ASM): qHTS; AID 504937, 2011; Sphingomyelin phosphodiesterase (Homo sapiens), P17405; Potency, µM (top dose mostly 57.5 µM), for inactives: at the top dose activity change, negative = inhibition, most hits filed as inhibitors; actives 0.006% (n = 340,000); placental ASM, HMU-PC fluorogenic substrate, 60 min; note: potency is the fitted concentration of half-maximal effect
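Fluorogenic HMU-PC substrate (9 uM final) is turned over by placental ASM in 60 min at 37 C after a 10 min compound preincubation. Reaction ended by alkaline stop (pH 10), with fluorescence read at 386/447 nm.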
TRPV1 agonist = HTS Assay for Compounds that Act as Agonists of the Vanilloid Receptor 1. Transient receptor potential cation channel subfamily V member 1 (Homo sapiens), Q8NER1. activation, % at 8.33 µM. AID 540275, 2011. TRPV1-expressing cells, Fluo-8 calcium influx, agonist mode. actives 0.19% (n = 320,000); in the data active = activation above about 80%; inconclusive = between about 30% and that limit; note: 0% is about no effect
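Cells expressing TRPV1 were dye-loaded with Fluo-8 and read kinetically: 10 s baseline, 3 min after compound (agonist portion), then 2 min after EC20 capsaicin (allosteric enhancer portion). Calcium-bound dye fluorescence at 480/520 nm.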
BRCA1 expr act = qHTS Assay to Identify Small Molecule Activators of BRCA1 Expression | MCF7-BRCA1-FFLuc reporter, luminescence, 48 h; response scale: scaled: vehicle 0%, 10 µM genistein 100% | Potency, µM (titrated, usually from 46.1 µM), for the others: at the highest dose activation, usual class: activators | actives 1.1% (n = 380,000); note: potency is the fitted concentration of half-maximal effect; nearly all actives have a fitted effect of over 80% in size; some results filed as inactive show a strong effect at the top dose
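Activators of BRCA1 expression were detected as increased firefly luciferase luminescence in engineered MCF7 cells after 48 h compound incubation. Signals were scaled to genistein 10 microM as full activation.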
PTAP TSG101 blk = qHTS Assay for Iinhibitors of HIV-1 Budding by Blocking the Interaction of PTAP/TSG101; Potency, µM (doses to about 115 µM), without a hit: top-dose activity change, negative = inhibition, actives largely listed as inhibitors; Fluorescence polarization, FITC-PTAP peptide / Tsg101 binding; 340,000 tested, under 10 active; Tumor susceptibility gene 101 protein (Homo sapiens), Q99816; AID 493005, 2010; active = well fitted inhibition curve with a large enough effect in the main read-out, with a control signal flat, not every such curve was filed as active; inconclusive = small, poorly fitted or top-dose-only effect, or effect the other way, or a change in a side signal; inactive = no such curve, though single readings can be large or run the other way; note: potency is the fitted concentration of half-maximal effect; % of control where 0% means no effect
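Compounds were pin-transferred onto Tsg101 binding domain (10 uM final) in HEPES pH 7.5 buffer, then FITC-PTAP peptide was added at 50 nM final. After 20 min at RT, polarization reported peptide displacement across a qHTS concentration series.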
B2AR arrestin = qHTS assay of beta-arrestin-biased ligands of beta2-adrenergic receptor | Beta-2 adrenergic receptor (Homo sapiens), P07550 | beta-arrestin recruitment to beta2AR, cell-based reporter | Potency, µM (series often up to 46.1 µM), for inactives: at the top dose activation, actives largely listed as activators | actives 0.02% (n = 330,000) | AID 492947, 2010;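 note: potency is the fitted concentration of half-maximal effect; 0% = DMSO controls and full agonism = EC100 isoproterenol or metaproterenol; nearly all actives have a fitted effect of over 65% in size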
Target sequence (P07550 whole entry, looked up): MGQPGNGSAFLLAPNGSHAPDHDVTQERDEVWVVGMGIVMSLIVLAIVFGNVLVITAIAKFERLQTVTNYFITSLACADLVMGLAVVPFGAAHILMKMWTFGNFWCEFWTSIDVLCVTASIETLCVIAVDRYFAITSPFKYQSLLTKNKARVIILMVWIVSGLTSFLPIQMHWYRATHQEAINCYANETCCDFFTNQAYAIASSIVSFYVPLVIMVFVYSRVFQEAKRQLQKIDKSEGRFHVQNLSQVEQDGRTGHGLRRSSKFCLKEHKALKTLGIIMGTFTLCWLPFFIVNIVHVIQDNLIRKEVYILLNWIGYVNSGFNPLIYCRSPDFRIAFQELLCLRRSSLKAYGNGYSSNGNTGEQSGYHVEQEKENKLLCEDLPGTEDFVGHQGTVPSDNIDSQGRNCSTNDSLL
An asterisk follows results filed as active; ? = inconclusive; · = no result given; [ ] = remark or other dose. Unless noted, calls come from the whole dose curve; as a rule, active = well fitted curve in the direction sought with a large enough effect; inconclusive = small, poorly fitted or top-dose-only effect, or another doubt; inactive = no such curve, though single readings can be large; an effect the other way counts as inactive or inconclusive.

no.	molecule	PTAP TSG101 blk	ELG1 genotoxic	uPA surface inh	Eya2 phos inh	ASM inhibitor	p53 reactivation	BRCA1 expr act	TRPV1 agonist	B2AR arrestin	a7 integrin act	USP2a block
1	CCn1c(=NC(=O)C2COc3ccccc3O2)sc2c(OC)ccc(OC)c21 (stereo not given)	3%	0%	1%	3%	-6%	0%	19%	5	-0.3%	7%	3%
2	C1CCN(c2nc3nonc3nc2N2CCCCC2)CC1	-9%	0%	·	32%[15.4 µM]	-3%	0%	-22%	8	0.0%	1%	1%
3	CCN=C1SC(C(N)=O)CC(=O)N1CC (stereo not given)	-5%	0%	8%	-9%	3%	-4%	1%	3	-0.5%	-15%	0%
4	CCCOc1ccc(/C(O)=C2/C(=O)C(=O)N(CCN3CCOCC3)C2c2ccccc2)cc1 (stereo not given)	-4%	·	0%	·	7%	·	-2%	·	·	9%	·
5	CCn1cc(C(=S)N2CCC(C(N)=O)CC2)c2ccccc21	0%	-2%	2%	-2%	0%	6%	-9%	0	0.0%	-8%	3%
6	Cc1cccc(NC(=O)NCCN2CCN(c3ccccc3)CC2)c1C	-5%	-3%	-5%	-5%	-1%	3%	13%	-4	-0.3%	-34%	7%
7	O=C(c1cccs1)N1CCN=C1SCc1cccc(F)c1	3%	-1%	0%	6%	-1%	-3%	-11%	12	-0.9%	?	3%
8	O=S1(=O)C=CC(c2ccccc2)C1 (stereo not given)	-1%	1%	-2%	-7%	-1%	0%	-1%	-2	-0.5%	-4%	2%
9	CC(C)(O)C#Cc1ccc(CN2CCN(C3CCCCC3)C(CCO)C2)s1 (stereo not given)	-3%	-2%	-2%	-8%	0%	1%	0%	1	0.2%	-12%	0%
10	CCN1C(=O)N[C@@H](c2ccccc2)[C@@H](C(=O)OC)[C@H]1C	-11%	·	-5%	·	3%	·	4%	·	·	7%	·
11	Cc1ccc2c(c1)C(=O)C(=O)N2c1ccc(C(F)(F)F)cc1	0%	3%	5%	-1%	1%	3%	14%	·	-1.7%	0%	4%
12	O=C(CSCSCC(=O)NCC1CCCO1)NCC1CCCO1 (stereo not given)	1%	3%	-1%	4%	0%	-6%	-2%	0	-0.3%	15%	1%
13	CC(CN1C(C)CCCC1C)OC(=O)c1ccc(F)cc1 (stereo not given)	1%	-4%	3%	8%	0%	2%	-2%	6	0.0%	4%	6%
14	O=S(=O)(c1ccc(Cl)cc1)N1CCSC1c1ccco1 (stereo not given)	-2%	-2%	2%	2%	1%	-5%	4%	5	0.0%	10%	0%
15	COc1ccc(C(=O)N2CCCC(Nc3ccc(C)c(C)c3)C2)cc1 (stereo not given)	-1%	0%	7%	1%	0%	-10%	5%	?	-0.3%	7%	4%
16	Cn1c(CCC(=O)OCC(=O)NCC(F)(F)F)nc(=O)c2ccccc21	-2%	-3%	4%	-10%	-2%	5%	-26%	-3	-1.2%	27%	5%
17	C=CCn1c(COc2ccccc2F)nnc1SCC(=O)Nc1cc2oc3ccccc3c2cc1OC	-1%	2%	-6%	24%	-12%	-1%	-73%	3	-0.2%	-10%	3%
18	COc1cc(NC(=O)CSc2nc3ccccc3cc2C)c(C(=O)O)cc1OC	-2%	-4%	4%	7%	16%	-3%	1%	-2	-1.1%	-18%	1%
19	CCOC(=O)c1c(CSc2ccccc2)oc2ccc(O)cc12	-3%	0%	5%	-1%	-14%	-14%	-2%	16	0.4%	18%	-8%
20	CCN(CC)c1ccc(N=Cc2cc(Br)ccc2O)cc1	-5%	-7%	?	0%	1%	10%	-69%	-7	0.2%	-54%[inhibitor]	4%

The listing continues.
no.	molecule	PTAP TSG101 blk	ELG1 genotoxic	uPA surface inh	Eya2 phos inh	ASM inhibitor	p53 reactivation	BRCA1 expr act	TRPV1 agonist	B2AR arrestin	a7 integrin act	USP2a block
21	O=C(COc1ccccc1F)N/N=C1\CCCc2ccccc21	1%	?	0%	8%	·	?	?	-1	-0.5%	-28%	1%
22	CCCCN(C(=O)c1ccc([N+](=O)[O-])s1)c1c(N)n(CC(C)C)c(=O)[nH]c1=O	-1%	-2%	-16%	17%	·	-4%	-5%	-3	-1.2%	-1%	2%
23	CCOC(=O)c1c(NC(=O)C2=COCCO2)sc2c1CCN(C(=O)OC)C2	-4%	-20%	0%	0%	10%	12%	-4%	8	0.0%	-5%	1%
24	O=C(CSc1nc2ccccc2c(=O)n1-c1ccc(F)cc1F)Nc1ccc(N2CCOCC2)cc1	0%	-1%	0%	1%	-2%	-11%	-39%	?	0.0%	4%	-4%
25	C=CCn1cc(C(=O)NCCN(CC)CC)c(=O)c2cc(S(=O)(=O)N3CCCCCC3)ccc21	2%	4%	-6%	8%	-1%	-5%	-21%	4	-0.4%	-22%	1%
26	CC(C)(C)c1ccc(S(=O)(=O)Nc2noc3ccccc23)cc1	-2%	-4%	8%	7%	0%	-1%	-12%	-2	0.4%	3%	5%
27	O=C(NCc1ccc2c(c1)OCO2)c1ccc(COc2cccc(Cl)c2)o1	0%	-14%	0%	3%	-4%	-2%	-6%	27	0.2%	11%	-2%
28	Cc1ccc(S(=O)(=O)N[C@H](C(=O)NC2CCC(C)CC2)C(C)C)cc1 (stereo not given in full)	-5%	2%	6%	-15%	1%	8%	-16%	·	0.0%	40%	-3%
29	O=C(N/N=C/c1ccccn1)c1cc(-c2cccc3ccccc23)n[nH]1	-6%	-4%	?	1%	-11%	25%	55%	-9	-0.7%	-18%	-1%
30	NS(=O)(=O)c1ccc(NC(=S)NCCc2ccccc2)cc1	-3%	14%	22%	-16%	-2%	17%	-18%	4	0.1%	-3%	1%
31	Cc1cccc(NC(=O)c2nc[nH]c2C(=O)NCCN(CCNC(=O)c2[nH]cnc2C(=O)Nc2cccc(C)c2)CCNC(=O)c2[nH]cnc2C(=O)Nc2cccc(C)c2)c1	-1%	-8%	0%	-20%	-14%	3%	11%	·	-0.2%	7%	6%
32	CCOC(=O)N1C(=O)[C@](c2ccc(Cl)cc2)(C(C)C)N1C(=O)OCC	3%	4%	-21%	0%	-2%	·	-24%	?	0.4%	-17%	4%
33	CC(=O)C1=C(C)NC(SCC(=O)c2cc(Cl)ccc2Cl)=C(C#N)C1c1ccco1 (stereo not given)	-2%	-6%	-20%	9%	18%	-2%	-73%	7	0.1%	1%	-13%
34	Cc1nc2ccc(S(=O)(=O)N(C)CC(=O)NC(C)c3ccccc3)cc2s1 (stereo not given)	-1%	-1%	1%	2%	-1%	3%	0%	23	0.2%	9%	3%
35	Cc1ccc(-c2nc(CS(=O)CC(=O)NCc3ccco3)c(C)o2)cc1 (stereo not given)	-4%	0%	-5%	-2%	-1%	6%	-12%	0	0.0%	-5%	1%
36	Cc1cc(O)c(C(C)C)cc1NC(=O)Nc1ccc([N+](=O)[O-])cc1	-5%	·	0%	·	-6%	·	14%	·	·	21%	·
37	O=C(CSCc1ccc([N+](=O)[O-])cc1)N/N=C/c1cccnc1	-3%	-5%	-1%	5%	-1%	-4%	-15%	5	0.2%	5%	8%
38	O=C(NCc1cccnc1)C(=O)NCC1OCCCN1S(=O)(=O)c1ccc(F)cc1 (stereo not given)	·	-2%	-5%	-16%	4%	?	1%	3	-0.3%	2%	1%
39	CN(Cc1ccc(Cl)c(Cl)c1)C(=O)C1CSC2(C)CCC(=O)N12 (stereo not given)	2%	-1%	16%	0%	0%	-1%	0%	0	-0.1%	?	0%
40	COC(=O)CNC(=O)COC(=O)c1cc(Cl)cc(Cl)c1N	1%	0%	2%	-4%	·	-6%	-52%	-1	0.0%	-1%	-7%
